# M. tuberculosis: growth inhibition of non-replicating M. tuberculosis (AID 488890) | Mycobacterium tuberculosis non-replicating, growth inhibition; higher % means a stronger effect | one-dose inhibition, % at 25 µM; IC50 in µM for titrated hits | hit rate 0.39% among 320,000; in the data active = a potency from the dose series; inconclusive = inhibition mostly from about 82% at the one dose, without a potency; inactive = the rest, 99 in 100 with inhibition below about 76%;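 note: plate controls were DMSO cells for no effect and high antibiotic wells for full effect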
# inhibitors of VEEV: inhibitors of VEEV TC-83 cytopathic effect, confirmation, Vero cells (AID 588727); Vero cells, VEEV TC-83 cytopathic effect inhibition; higher % means a stronger effect; inhibition, % at 20 µM; hits with a dose series show IC50 in µM; hit rate 0.13% among 350,000; in the data active = a potency from the dose series; inconclusive = inhibition mostly from about 14% at the one dose, without a potency; inactive = the rest, 99 in 100 with inhibition below about 12%; note: strong numbers were not always called active
# influenza NS1A: H1N1 influenza NS1A inhibitors, functional cell based assay (AID 504329). NS1A functional cell-based assay, percent inhibition; higher % means a stronger effect. inhibition, % at 12.5 µM, or IC50 in µM where a hit was titrated. hit rate 0.3% among 340,000; in the data active = a potency from the dose series; inconclusive = inhibition above about 27% without an active follow-up result; note: strong numbers were not always called active
# H37Rv inhibition: M. tuberculosis growth inhibition, HTS (AID 449762). M. tuberculosis H37Rv growth inhibition, 7H9 media; higher % means a stronger effect. inhibition, % at 25 µM; hits with a dose series show IC50 in µM. hit rate 0.59% among 330,000; in the data active = a potency from the dose series; inconclusive = inhibition above about 70% without an active follow-up result;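 note: bacterial growth assessed after seven days of incubation; strong numbers were not always called active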
# PhoP GFP inhibition: PhoP regulon inhibitors, Salmonella typhi PhoP promoter GFP reporter, confirmatory (AID 1850); Salmonella Typhi PhoP-promoter GFP reporter, fluorescence, 4 h; higher % means a stronger effect; one-dose inhibition, % at 50 µM; IC50 in µM for titrated hits; hit rate 0.33% among 310,000; in the data active = a potency from the dose series; inconclusive = inhibition mostly from about 25% at the one dose, without a potency; inactive = the rest, 99 in 100 with inhibition below about 19%;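 note: 0% = induced wells with vehicle and 100% = uninduced wells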
# inhibitors of VEEV 10K pilot screen: further read-out of inhibitors of VEEV, marked with its call; inhibition, %; measured here: 10K pilot screen inhibition
# Starred values were filed as active, the others as inactive; i = inactive; ? = inconclusive; / = not tested or not shown.
SMILES,M. tuberculosis,inhibitors of VEEV,influenza NS1A,H37Rv inhibition,PhoP GFP inhibition,others
O=C(CN1CCCCCC1)Nc1ccc(Cl)cc1F,14.5%,i,12.8%,-2.7%,-3.2%,
COc1ccccc1OCC(=O)N/N=C1\CCCCc2ccccc21,65.7%,2.2%,-14.7%,-2.5%,-0.2%,
CC(C)C(=O)Nc1nnc(-c2ccco2)s1,5.9%,i,/,2.1%,-4.2%,
COc1ccc(N(CC(=O)Nc2ccc(F)cc2)S(=O)(=O)c2ccccc2[N+](=O)[O-])c(OC)c1,4.1%,1.9%,-11.1%,0.3%,-0.4%,
Cc1ccc(NC(=O)CCC(=O)N/N=C/c2ccc(O)cc2)cc1,-3.4%,i,2.6%,4.3%,7.7%,
O=C(NN=C1CCCCCC1)c1cccnc1,9.0%,1.3%,-0.4%,2.5%,11.2%,
ClC(Cl)(Cl)c1nc2ccccc2n2nncc12,?,8.1%,-5.9%,8.2%,1.0%,
CCC(C)NC(=O)CN1C(=O)c2cccc3cccc1c23 (stereo not given),-4.9%,0.5%,0.4%,-1.7%,-3.6%,
Nc1[nH]n2c(=O)cc(-c3ccccc3)nc2c1N=Nc1ccccc1,?,?,-0.5%,?,8.6%,
CCC1CCCCN1C(=O)c1cc(COc2ccc3ncccc3c2)on1 (stereo not given),50.1%,i,1.8%,-4.4%,-2.7%,
CC1(C)N=C(SCC(=O)Nc2ccc(Cl)cc2)C(c2ccccc2)=N1,41.9%,5.2%,3.7%,9.9%,-7.9%,
COc1ccc(OC)c(NC2=NC3(CCCC3)N=C(N)N2)c1,27.1%,1.9%,19.1%,-2.6%,-3.8%,inhibitors of VEEV 10K pilot screen=0.8
COc1ccc(N2C(=S)NC3c4cc(Cl)ccc4OC2(C)C3C(=O)N(C)C)cc1 (stereo not given),15.1%,0.8%,0.1%,9.9%,-1.0%,
C=C(C)CSc1nnc2n(Cc3ccccc3)c(=O)c3c4c(sc3n12)CCC4,/,1.8%,-1.4%,/,/,
O=C(/C=C/c1ccc(OCCCF)cc1)NCc1ccc(Cl)c(Cl)c1,10.7%,1.0%,-0.8%,-3.4%,3.3%,
COC(=O)[C@H](C)NC(=O)NCc1ccco1,-3.4%,i,-1.2%,5.3%,-10.6%,
CC(C)CC(=O)c1c[nH]c(C(=O)NCc2cccnc2)c1,2.3%,0.1%,1.6%,1.2%,8.7%,
CC(=O)N1CCN(S(=O)(=O)c2cccc(C(=O)Nc3ccc4c(c3)OCO4)c2)CC1,10.6%,0.4%,-7.4%,0.3%,-7.1%,
COc1ccc(Cl)cc1NC1=NCC(C)S1 (stereo not given),-3.7%,2.2%,4.2%,-8.8%,10.1%,
COc1cccc(CNC(=O)C(=O)NCCC2CCCCN2S(=O)(=O)c2cccs2)c1 (stereo not given),18.0%,5.7%,-0.1%,7.3%,-1.5%,
CCN(CC)S(=O)(=O)c1ccc(N/N=C/c2ccc(OC)c(OC)c2OC)nc1,9.5%,1.7%,9.5%,6.5%,-8.3%,
CC(C)(C)C(=O)CSc1ccc(S(=O)(=O)N2CCCC2)cn1,2.8%,2.1%,0.6%,-11.2%,/,
CN(C)c1ccc(N=Nc2cccc(F)c2)cc1,25.9%,i,25µM*,-8.6%,7.4%,
COc1ccc(C(=O)C2CCCN(Cc3cn[nH]c3-c3ccc(F)cc3)C2)cc1OC (stereo not given),-16.9%,1.9%,-7.5%,-10.3%,10.1%,
CC(C)CN1C2CCCC1CC(NC(=O)c1ccc([N+](=O)[O-])cc1)C2 (stereo not given),-0.4%,i,-1.8%,2.9%,3.6%,
COc1ccc2c(c1)OC(O)(C(F)(F)F)CC2=O (stereo not given),5.7%,0.4%,-1.5%,-9.7%,-3.0%,
NNC(=O)CNC(=O)c1ccc(F)cc1,1.3%,0.6%,-4.0%,-9.8%,3.4%,
CCOC(=O)CC1(NC(=O)C2CCC(=O)N(Cc3ccccc3F)C2)CCCCC1 (stereo not given),-1.9%,i,-8.1%,11.1%,-14.3%,
Cc1ccc(S(=O)(=O)NCCCCCC(=O)Nc2ccccc2)cc1,14.8%,0.3%,-3.4%,-3.0%,7.1%,
Cc1noc(C)c1S(=O)(=O)N(CCc1ccccc1)Cc1ccccc1,4.0%,3.5%,4.1%,5.1%,7.8%,
Cc1nnc(SCC(=O)N2CCN(c3cccc(Cl)c3)CC2)n1C1CC1,17.1%,5.0%,-5.4%,-1.2%,/,
c1ccc2c(c1)oc1c(Nc3ccc(CN4CCOCC4)cc3)ncnc12,-1.8%,?,-9.5%,-5.5%,-10.8%,
O=C(NCCc1cnn(-c2ccccc2)c1)c1cc(COc2c(F)cccc2F)on1,?,0.4%,-0.9%,53.1%,-4.4%,
CCN(C[C@H]1N[C@@](C)(C(=O)OC)[C@H]2C(=O)N(Cc3ccccc3)C(=O)[C@@H]12)C(=O)C1CCCCC1,0.0%,0.6%,3.9%,-6.8%,/,
CCn1c(C)nc2cc(S(=O)(=O)C(F)F)ccc21,-12.7%,1.8%,2.1%,-3.4%,-8.0%,
COC(=O)[C@H](CCSC)NC(=O)Nc1ccc(OC)cc1,5.9%,0.5%,-23.1%,-1.8%,-4.4%,
CC(=O)c1ccc(NC(=O)CSc2nc3nc(C)cc(C)n3n2)cc1,-36.3%,1.0%,-2.0%,-8.8%,-0.3%,
CCOC(=O)c1ccc(NC(=O)c2nc[nH]c2C(=O)NC2CCN(C(=O)OC(C)(C)C)CC2)cc1,35.6%,6.1%,8.1%,61.7%,-32.4%,
CC(=O)NNC(=O)c1cc2sccc2s1,-3.3%,0.1%,9.4%,0.0%,11.5%,
C=CCOc1ccccc1/C=N/NC(=O)c1ccc(Cl)cc1Cl,-1.4%,0.8%,-0.7%,-6.0%,-11.3%,
COc1cccc(-c2cc(C(=O)NC3CCCC3)no2)c1,76.4%,i,2.1%,39.2%,1.7%,
C/C(=N\Nc1c(Cl)c(Cl)nc(C(=O)O)c1Cl)c1ccc(O)cc1,0.1%,0.9%,3.4%,-5.9%,-0.9%,
Cc1ccc(C(=O)O)cc1S(=O)(=O)NCC1CCCO1 (stereo not given),1.9%,1.2%,-12.2%,0.9%,-0.2%,
CN1CCN(C(=O)/C=C/c2ccc(C#N)cc2)CC1,9.7%,i,14.9%,-6.9%,12.3%,
C/C(=C/C#N)Nc1ccc(C)cc1,28.3%,1.4%,-0.1%,-7.9%,-4.0%,
CCn1c(/C=C/c2ccccc2[N+](=O)[O-])nc2ccccc2c1=O,-3.7%,8.3%,2.6%,-0.9%,1.8%,
O=C(COC(=O)c1ccco1)Nc1cc(S(=O)(=O)N2CCOCC2)ccc1Cl,1.5%,0.0%,1.9%,-2.8%,/,
CC1CCCC(NC(=O)COC(=O)c2ccccc2NC(=O)c2ccco2)C1C (stereo not given),1.7%,4.3%,0.1%,9.5%,5.8%,
CC(C)C(c1nnnn1C1CCCC1)N1CCC(C(N)=O)CC1 (stereo not given),-13.4%,0.1%,-18.3%,-4.9%,4.5%,
COc1ccc(/C=C2\C(=O)N(c3c(Cl)cc(Cl)cc3Cl)N=C2NC(=O)c2cccc([N+](=O)[O-])c2)cc1,4.3%,i,-5.1%,-2.5%,-14.4%,
CCCCn1c(N)c(N(CCOC)C(=O)C2CCN(S(=O)(=O)c3ccc(Cl)cc3)CC2)c(=O)[nH]c1=O,11.7%,0.2%,-15.4%,-17.9%,-1.3%,
Nc1nccc(-c2nn(-c3ccc(Cl)cc3)ccc2=O)n1,6.1%,0.6%,11.9%,6.6%,-26.8%,
Cc1ccc(/C=N/NC(=O)c2cccc(NC(=O)c3ccccc3C)c2)o1,3.0%,1.8%,-4.2%,8.4%,7.2%,
COc1ccc(C(=O)NCCc2nnc3ccc(SCC(=O)N4CCCCC4)nn23)cc1,0.6%,1.5%,-8.1%,-6.8%,-9.2%,
Cc1ccc(CNC(=O)Nc2ccccc2)c(C)c1,-5.6%,3.2%,-12.7%,13.5%,12.6%,
Cc1ccc(-n2c(SCC(N)=O)nnc2-c2ccccn2)cc1C,11.8%,0.5%,9.6%,-10.7%,7.3%,
CS(=O)(=O)c1cccc(C(=O)OCC(=O)Nc2ccc3c(c2)OCO3)c1,-26.9%,i,-7.3%,-10.1%,/,
Cc1c(C(C)CCCO)oc(=O)c2c1Oc1c(C)c(C(C)C[C@@H](C)O)oc(=O)c1C2 (stereo not given in full),-8.4%,6.9%,-10.4%,-11.8%,/,
COc1ccccc1CN(Cc1nc2ccccc2c(=O)[nH]1)C(=O)Nc1ccccc1C,43.7%,10.4%,2.2%,6.6%,5.1%,
COc1ccccc1N1CCN(C(=O)c2cccc(S(=O)(=O)N3CCCCCC3)c2)CC1,-6.5%,0.7%,-2.8%,-6.0%,/,
# Carrying on:
SMILES,M. tuberculosis,inhibitors of VEEV,influenza NS1A,H37Rv inhibition,PhoP GFP inhibition,others
Cc1ccc(C)c(NC(=S)NCCN(C2CCCCC2)C2CCCC2)c1,46.5%,83.6%,17.9%,7.3%,11.0%,
Nc1c(C(=O)CSc2nnnn2-c2ccc(O)cc2)c(=O)[nH]c(=O)n1C1CC1,/,2.1%,-8.5%,/,/,
O=C(CSc1ncn[nH]1)NCCc1ccccc1,-10.9%,i,-1.7%,-0.1%,-13.5%,
COc1ccc(NC(=O)C2CCN(c3ncnc4c3nc3n4CCCCC3)CC2)cc1Cl,6.4%,2.9%,-3.1%,53.2%,-3.8%,
O=C(CNS(=O)(=O)c1ccccc1)OCC(=O)c1ccc([N+](=O)[O-])cc1,19.6%,0.1%,20.7%,0.4%,-0.4%,
Cc1c(Cl)cccc1-n1cnc(=O)c2ccccc21,2.1%,i,7.2%,-0.3%,-3.2%,
CCn1nc(C(=O)Nc2cccc3ccccc23)c(Cl)c1Cl,66.1%,9.2%,-10.4%,42.0%,-5.8%,
O=C1C(c2ccccc2)C2C=CC(C2)N1O (stereo not given),/,i,-1.4%,/,/,
COc1ccc(NC(=O)[C@H](Cc2c[nH]c3ccccc23)NC(=O)[C@@H]2Cc3ccccc3CN2)cc1,-5.7%,11.8µM*,2.9%,-4.0%,2.0%,
Cc1ccc(-c2nnc(OCc3cccnc3)c3ccccc23)cc1,76.6%,8.9%,9.4%,55.1%,14.5%,
COc1ccc(Cl)cc1N1C(=N)SCC1=O,12.9%,1.8%,-12.7%,0.9%,3.5%,
O=C(CN1C(=O)NC2(CCCC2)C1=O)Nc1cc(S(=O)(=O)N2CCOCC2)ccc1OCC(F)(F)F,0.7%,0.3%,6.5%,-17.6%,-0.9%,
CCC(C)c1ccc(NC(=O)COC(=O)C2=COCCO2)cc1 (stereo not given),19.3%,1.0%,-3.4%,?,9.7%,
COc1cccc(-c2nn(C)c3sc(C(=O)N4CCOCC4)cc23)c1,/,7.5%,26.3%,1.1%,3.5%,
Cc1ccc(NC(=O)CSc2nc3ccccc3c(=O)n2CCCC(=O)NCC2CCCO2)cc1 (stereo not given),-6.9%,1.2%,-1.9%,5.7%,7.5%,
O=C(Nc1ccccc1-c1ccccc1)C(c1ccccc1)c1ccccc1,-5.5%,0.6%,20.9%,6.0%,-0.5%,
O=C(COc1nncc2ccccc12)Nc1c(F)c(F)c(F)c(F)c1F,-5.4%,1.7%,-4.2%,8.6%,-5.0%,
